Source: PubChem (Columbia University Molecular Screening Center)
mHtt clearance: clearance of mutant huntingtin inclusions, primary screen, imaging, HeLa Exon1htt(103Q)mCFP, confocal imaging. aggregate imaging; zero = plate's median compound well. inhibition, % at 1.5 µM. 47,000 tested, 0.42% active. AID 853, 2007;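 active means inhibition of aggregate fluorescence above about 70%, also judged a hit by eye on the cell image, limit read from the data, passing the limit was not always enough; inconclusive means no rule stated for this call; inactive means not judged a hit on image review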;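 further: cells exposed to compound for three days before fixation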
mHtt clearance grain fraction: recorded beside mHtt clearance, whose call it bears; fraction fluorescence in grains; measured here: aggregate grain fluorescence fraction; stronger effect = lower value;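 scaled fraction of total cell fluorescence in grains with unit not stated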
* hit, by the source's call; u = inconclusive; x = no result given. These rows are one share of the data; rates above refer to the full screens.

The opening seven entries (preview)
Compound,mHtt clearance grain fraction,mHtt clearance
COc1ccc(C(OC(=O)c2c(C)noc2C)C(=O)NC2CCCC2)cc1 (stereo not drawn),44,-7
COC(=O)CSc1nc2ccc(C)cc2[nH]1,45,-13
Cc1c(C(=O)Nc2ccc(OCc3ccccc3)cc2)cccc1[N+](=O)[O-],9.8,53
COc1nc2c(C)cccc2cc1-c1noc(-c2ccco2)n1,19,10
CC(C)[C@H](NC(=O)Nc1cccc(C(F)(F)F)c1)C(=O)O,36,-6
COc1ccc(OC)c(N2C(=O)CC(Cc3cc(C)cc(C)c3)C2=O)c1 (stereo not drawn),28,-57
CCCCCC(=O)NC(NC(=S)NC1CCS(=O)(=O)C1)C(Cl)(Cl)Cl (stereo not drawn),23,-12

The listing (from the top)
Compound,mHtt clearance grain fraction,mHtt clearance
COc1ccc(C(OC(=O)c2c(C)noc2C)C(=O)NC2CCCC2)cc1 (stereo not drawn),44,-7
COC(=O)CSc1nc2ccc(C)cc2[nH]1,45,-13
Cc1c(C(=O)Nc2ccc(OCc3ccccc3)cc2)cccc1[N+](=O)[O-],9.8,53
COc1nc2c(C)cccc2cc1-c1noc(-c2ccco2)n1,19,10
CC(C)[C@H](NC(=O)Nc1cccc(C(F)(F)F)c1)C(=O)O,36,-6
COc1ccc(OC)c(N2C(=O)CC(Cc3cc(C)cc(C)c3)C2=O)c1 (stereo not drawn),28,-57
CCCCCC(=O)NC(NC(=S)NC1CCS(=O)(=O)C1)C(Cl)(Cl)Cl (stereo not drawn),23,-12
CCCNC(=O)NC(=O)CSc1ccc2c(c1)OCCO2,13,39
CCc1cc2c(cc3c(=O)n(CC(=O)NCCCN4CC(C)CC(C)C4)ncn32)s1 (stereo not drawn),19,47
Cc1c(NC(=O)C(C)Sc2nc3ccccc3c(=O)n2CCO)c(=O)n(-c2ccccc2)n1C (stereo not drawn),23,-6
O=C(O)c1ccc2c(c1)OCCO2,22,-10
COc1ccc(C(=O)OCCN2C(=O)c3ccccc3C2=O)cc1,49,-11
C=CCN(C(=O)Nc1ccc(F)cc1)C1CC(=O)N(c2ccc(OC)cc2)C1=O (stereo not drawn),11,40
COc1ccc(OC)c(/C=N/c2oc(-c3ccco3)c(-c3ccco3)c2C#N)c1,39,-14
CC/C(C)=C1\SC(N2CCN(c3cccc(C(F)(F)F)c3)CC2)=NC1=O,38,-7
CC(=O)NC1=NC(=O)/C(=C/N2CCCCC2)S1,21,-8
CC1CCCN(C(=O)Cn2c(-c3nonc3N)nc3ccccc32)C1 (stereo not drawn),61,-44
CCOc1ccc2nc(NC(=S)N(C)C)sc2c1,30,-26
COc1ccc(C2C(C(=O)Nc3ccc(F)cc3)=C(C)Nc3nc(CCCO)nn32)cc1 (stereo not drawn),237,-378
CC(O)CCc1nc2ccc(C(=O)O)cc2[nH]1 (stereo not drawn),39,-16
O=C(CSc1nnc(CN2CCOCC2)n1-c1ccccc1)Nc1ccc(Cl)cc1,x,u
Cc1ccccc1OCC(=O)N1N=C(C(F)(F)F)CC1(O)C(C)(C)C (stereo not drawn),27,-39
COc1ccccc1N1CCN(C(c2ccc(Cl)cc2)c2nnnn2C(C)(C)C)CC1 (stereo not drawn),13,37
CNC(=O)c1ccc(OC2CSC2)cc1,56,-139
COc1ccc(NC(=O)CCN2CCCC(C)C2)cc1 (stereo not drawn),10,49
COc1ccc2[nH]cc(C(=O)CN3CCCC(C)C3)c2c1 (stereo not drawn),23,-10
O=C(O)C1C2CCC(O2)C1C(=O)NCc1ccncc1 (stereo not drawn),40,-18
Cc1nnc(NC(=O)C2CCCN(c3ncccn3)C2)s1 (stereo not drawn),41,-22
CC(C)n1c(/N=C/c2c[nH]c3ccccc23)nc2ccccc21,36,8
c1ccc2c(NC3CCCC3)nnc(NC3CCCC3)c2c1,28,26
CS(=O)(=O)N(CC(=O)NCc1ccccc1Cl)Cc1ccccc1,15,15
CCOC(=O)c1ccc(NC(=O)C2(c3ccc(OC)cc3)CCOCC2)cc1,13,67
CCOc1ccc2[nH]c(=O)c(CN(Cc3ccc(F)cc3)C(=O)N3CCCC3)cc2c1,16,55
O=C(/C=C1\NC2(CCCC2)Cc2ccccc21)N1CCOCC1,20,-12
Cc1ccc(-c2nnc(SCC(=O)OC(C)C)n2N)cc1,20,44
Cc1oc(-c2ccc(Cl)cc2)nc1CN1CCCC(C(=O)NCc2cccnc2)C1 (stereo not drawn),35,4
c1ccc2[nH]c(CN3CCOCC3)nc2c1,26,-30
Nc1ccc2oc(-c3ccc4nc[nH]c4c3)nc2c1,17,5
CCn1c(=O)c(C(=O)NCCN2CCCCC2)c(O)c2ccccc21,44,0
CCCCOn1c(C)c(C(=O)OCC)c2c3nonc3ccc21,7.3,56
Cc1ccc2nc3c(cc(C(N)=S)c(=N)n3CCCOC(C)C)c(=O)n2c1,23,-15
COc1nc(NCCc2ccc(OC)c(OC)c2)nc(NC(C)(C)CO)n1,11,33
O=C1OC(Nc2nc3ccccc3s2)c2ccccc21 (stereo not drawn),50,-23
CC1CCN(Cc2ccc(-c3nn[nH]n3)cc2)CC1,54,-17
CCCn1nnnc1SCC(=O)c1ccc2c(c1)OCCO2,44,1
COc1ccc2[nH]c(=O)c(CN(Cc3ccco3)C(c3nnnn3Cc3ccccc3)C(C)C)cc2c1 (stereo not drawn),21,2
COc1cc(C(=O)OCC(=O)N2CCCC2)cc(OC)c1OC,59,-46
CN=C1SC(CC(=O)NCCc2ccc(OC)c(OC)c2)C(=O)N1C (stereo not drawn),45,-23
CCOc1ccc(Nc2cc(C)nc(N3CCOCC3)n2)cc1,27,19
CCCCCn1nc(-c2ccccc2)c2nc3ccccc3nc21,35,6

Further records.
Compound,mHtt clearance grain fraction,mHtt clearance
Cc1cccc(C)c1NC(=O)CSc1nnnn1C,26,33
CCOC(=O)N1CCN(c2c(NCCCN(CC)Cc3ccccc3)c(=O)c2=O)CC1,31,11
C=CCSc1nnc2n(CCc3ccccc3)c(=O)c3c4c(sc3n12)COC(C)(C)C4,28,-20
N#C/C(=C/c1ccc(N2CCOCC2)o1)c1ccc(Br)cc1,32,-44
NC(=O)C1(N2CCCCC2)CCN(C(=O)CSc2nc3ccccc3s2)CC1,24,-21
CC(=O)Nc1ccc2ccc3cccc4ccc1c2c34,25,-37
Nc1cc2c([N+](=O)[O-])cccc2o1,50,-26
c1ccc(CCn2c(C3CC3)nc3ccccc32)cc1,25,-8
CC1CCc2nc3ccc(S(=O)(=O)N4CCC(C(=O)N5CCCCC5)CC4)cc3c(C(=O)O)c2C1 (stereo not drawn),42,11
O=C(Nc1ccc(N2C(=O)C3C4C=CC(C4)C3C2=O)cc1)Nc1nnc(C(F)(F)F)s1 (stereo not drawn),39,-5

Single entries from the results shown:
Under mHtt clearance, `Nc1cc2c([N+](=O)[O-])cccc2o1` reads -26
Under mHtt clearance, `N#C/C(=C/c1ccc(N2CCOCC2)o1)c1ccc(Br)cc1` reads -44

Next section
Compound,mHtt clearance grain fraction,mHtt clearance
CCc1c(C)nc2ncnn2c1NCCc1ccccc1,40,-1
COc1cccc(S(=O)(=O)Nc2ccc(C(=O)NCc3ccco3)cc2)c1,26,30
O=C(NCCSc1c[nH]c2ccccc12)c1ccc(Br)o1,29,5
CC(=O)Nc1cccc(NC(=O)CCn2c(=O)sc3ccccc32)c1,23,-8
Cc1cccc(-n2c(Cc3cc(=O)[nH]c(=O)[nH]3)nnc2SCC(=O)NCc2ccco2)c1,17,9
CCCCOc1c(Cl)cc(CNC(C)(C)CO)cc1OCC,7.2,56
CCc1cc2c(=O)c(-c3nc4ccccc4n3C)c(C)oc2c(CN2CCN(CCO)CC2)c1O,14,32
Cc1ccc(N(CC(=O)NCc2ccncc2)S(C)(=O)=O)cc1,47,-135
CCn1c2ccccc2c2cc(/C=N/n3cn[nH]c3=S)ccc21,24,41
O=C(NCCc1ccncc1)C(F)(F)F,25,32
COCCn1cc(C(=S)N2CCOCC2)c2ccccc21,19,-16
COc1cc(NC(=O)CSc2nc(C)cs2)cc(OC)c1,44,0
COc1ccc(CCNC(=O)C(=O)NCC2CCCO2)cc1 (stereo not drawn),19,6
COc1ccc(/C=N/n2c(N)nc3ccccc32)cc1OC,39,-7
CCN(CC)CCn1nc(C)nc1-c1ccccc1O,31,-73
CCN(C(=O)c1cc(Cl)ccc1OC)c1ccccc1C,24,-31
COc1ccc(-c2cc(-c3c(O)c(OC)c4occc4c3OC)[nH]n2)cc1,8.4,55
CCCCn1c(=O)n(CC(O)c2ccccc2)c(=O)c2c1ncn2C1CCCC1 (stereo not drawn),17,13
CC(=O)c1cccc(NC(=O)C2C3C=CC(C4CC34)C2C(=O)O)c1 (stereo not drawn),18,2
COc1ccc(NC(=O)C2CCCCN2S(=O)(=O)c2ccc(F)cc2)c(OC)c1 (stereo not drawn),69,-69

Complete entries, looked up by structure:
Record of COc1ccc(/C=N/n2c(N)nc3ccccc32)cc1OC = mHtt clearance grain fraction: 39; mHtt clearance: -7
Record of COc1ccc(-c2cc(-c3c(O)c(OC)c4occc4c3OC)[nH]n2)cc1 = mHtt clearance grain fraction: 8.4; mHtt clearance: 55

(continued)
Compound,mHtt clearance grain fraction,mHtt clearance
CC1CCCN(Cc2nc3c(c(=O)n(C)c(=O)n3C)n2CCc2ccccc2)C1 (stereo not drawn),38,14
COc1ccc(-c2oc3ncn4nc(Cc5ccccc5)nc4c3c2-c2ccc(OC)cc2)cc1,56,-20
c1ccc(CCn2nnnc2CN2CCN(C3CCCC3)CC2)cc1,28,-48
CCCCCn1c(-c2ccco2)nc2nc3ccccc3nc21,31,9
Cc1cccc(-c2nc3c(c(SCC(N)=O)n2)CCCC3)c1,18,4
CC(Cc1cccs1)NC(=O)Nc1ccccc1 (stereo not drawn),22,33
CC(=O)Nc1cccc(N(C)S(C)(=O)=O)c1,32,-63
O=S(=O)(NCc1cccnc1)c1cccc2cccnc12,18,-12
Cc1nc(-c2ccccc2)sc1-c1nc(-c2ccccc2)ncc1S(=O)(=O)c1ccccc1,41,8
COC(=O)c1ccccc1S(=O)(=O)N(Cc1cc2cc3c(cc2[nH]c1=O)OCO3)C1CCCCC1,9.8,49
CCOC(=O)c1c(C)c(C(=O)O)n(C)c1C,43,-18
COc1ccc(-c2csc(=Nc3c(C)n(C)n(-c4ccccc4)c3=O)n2C(C)(C)C)cc1,27,31
CCOC(=O)c1cccc(NC(=O)CSc2nnnn2CC)c1,41,-12
COc1ccc(-n2c(O)c(Cc3ccccc3)c(=O)n3nc(-c4ccccc4)c(=O)cc23)cc1,20,-5
O=C1CSC(c2ccc(Cl)cc2)N1 (stereo not drawn),25,-24
CCN(CC)C(=O)Nc1ccc(C(=O)OC)cc1,16,19
CC(C)COC(=O)C(C#N)c1nc2ccccc2nc1N1CCN(Cc2ccccc2)CC1 (stereo not drawn),58,-26
O=C(NC1CCCCC1)N1CCN(CCc2ccccc2)CC1,9.2,57
COc1ccc(C2C(C#N)=C(N)Oc3cc4c(cc32)OCO4)cc1 (stereo not drawn),28,-55
COc1ccc2c(C)cc(SCC(=O)Nc3c(C)n(C)n(-c4ccccc4)c3=O)nc2c1,18,54
COc1ccc(OC)c(-n2nnnc2SCC(=O)Nc2nc(C)c(C)s2)c1,40,-1
Cc1cccc(N2CSC3=C(C#N)C(c4ccc(C)o4)CC(=O)N3C2)c1 (stereo not drawn),30,-47
Cc1ccc(-c2nnc3ccc(SCC(=O)N4CCc5ccccc54)nn23)cc1,31,36
CN1CCN(c2ccc([N+](=O)[O-])cc2NC(=O)c2ccccc2Cl)CC1,24,-9
Cc1ccc(-c2nc3cc(NC(=O)C(C)C)ccc3o2)cc1,11,33
CC1CCN(c2c([N+](=O)[O-])c(=O)n(-c3ccccc3)c3ccccc23)CC1,56,-29
CCCc1noc2c1/C(=N\O)CCC2,35,12
COc1ccc(-n2c(Cn3c(=O)sc4ccccc43)nnc2SCC(=O)N2CCOCC2)cc1,198,-280
Nc1n[nH]c2c1C1(CCCC1)Cc1ccccc1-2,71,-90
CC(=O)c1ccc(OCC(O)COc2ccc(C(C)=O)cc2)cc1,20,-11
COc1cc(C2CC(=O)c3cnc(N4CCN(Cc5ccccc5)CC4)nc3C2)cc(OC)c1OC (stereo not drawn),27,22
COc1cc(OC)cc(C(=O)Nc2ccc(S(=O)(=O)N(C)C)cc2)c1,28,-40
Cc1ccc(S(=O)(=O)N2CCCC2)cc1S(=O)(=O)N1CCCC1,17,1
Cc1nc(N2CCOCC2)c(C#N)c2c1COC(C)(C)C2,32,-56
CCCCCCCCC(=O)NC(NC(=S)N1CCOCC1)C(Cl)(Cl)Cl (stereo not drawn),25,-24
Cc1ccc2cc(C(c3nnnn3C3CCCC3)N3CCOCC3)c(=O)[nH]c2c1C (stereo not drawn),54,-46
CCOC(=O)Cc1csc(NC(=O)COc2ccccc2OCC)n1,37,3
